Wnt act: Wnt/beta-catenin pathway activation; AID 743398; activation, % at 9.35 µM; Wnt/beta-catenin reporter cell assay, activator, plate reader; 300,000 tested, 1.2% active; in the data active = activation above about 30%, passing the limit was not always enough; inconclusive = no clear call, values can overlap the other calls;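 note: 0% = neutral control wells and 100% = positive control wells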
CDK5 p35 inh: CDK5/p35 (human) kinase inhibition | inhibition, % at 10 µM | Recombinant CDK5/p35, ADP-Glo luminescence, 60 min | AID 488839 | 330,000 tested, 0.01% active;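 active = highest replicate inhibition of at least 50% and at least 75% of replicates reaching 50%; inconclusive = only one of the two criteria met; inactive = both criteria failed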;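 note: plate controls were DMSO neutral control for no effect and GW8510 at 10 µM for full effect; many of its hits are not listed in these tables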
Rtt109 HAT inh: C. albicans Rtt109 histone acetyltransferase inhibition. Q5AAJ8. purified Rtt109/Vps75, ThioGlo CoA-SH fluorescence, 4 h. inhibition, % at 34.9 µM. 330,000 tested, 0.16% active;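 active = inhibition of at least 50% in every replicate; inconclusive = best replicate reaches 50% inhibition but some replicates fall short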
HTR5A ag: counter-screen for OPRM1-OPRD1 agonists: human HTR5A agonism. HTR5A agonist assay, luminescence, cell-based. AID 504692. 340,000 tested, 0.61% active. activation, % at 9.3 µM. P47898; in the data active = activation mostly above about 9.5%, no sharp cut-off; inactive = mostly below about 7.6%;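 note: 0% = cells with vehicle only and 100% = reference agonist; strong numbers were not always called active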
Target sequence (P47898 whole entry, looked up): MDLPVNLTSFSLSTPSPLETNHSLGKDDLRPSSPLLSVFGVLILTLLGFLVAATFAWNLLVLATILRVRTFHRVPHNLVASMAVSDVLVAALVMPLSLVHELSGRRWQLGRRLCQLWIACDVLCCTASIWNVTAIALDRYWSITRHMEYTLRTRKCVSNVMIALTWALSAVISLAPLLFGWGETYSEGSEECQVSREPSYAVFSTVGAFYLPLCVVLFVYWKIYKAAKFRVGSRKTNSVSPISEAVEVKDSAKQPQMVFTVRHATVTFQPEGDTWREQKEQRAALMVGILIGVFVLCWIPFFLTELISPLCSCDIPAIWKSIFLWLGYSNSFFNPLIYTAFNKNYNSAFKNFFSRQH
dFosB activator: activators of mouse delta FosB homodimer. 340,000 tested, 0.99% active. activation, % at 25 µM. purified delta FosB, TAMRA-CDK5 oligo fluorescence polarization; percent of positive-control signal above neutral wells. P13346;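 active = mean activation above about 17%, with every replicate also reaching it, limit read from the data, passing the limit was not always enough; inconclusive = only one of the two conditions met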;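 note: fluorescence polarization rise as delta FosB binds a TAMRA Cdk5 AP-1 oligo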
PvdQ acylase: P. aeruginosa PvdQ acylase inhibition | purified PvdQ acylase, fluorescence plate reader | 340,000 tested, 0.063% active | inhibition, % at 10 µM | AID 488965; in the data active = inhibition above about 30%, passing the limit was not always enough; inconclusive = no clear call, values can overlap the other calls;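 note: 0% = vehicle neutral wells and 100% = reference inhibitor wells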
MITF act: activators of MITF-driven TRPM1 promoter activity in SK-MEL-5 cells | activation, % at 12.5 µM | SK-MEL-5 TRPM1-promoter luciferase, 24 h; % of positive control, neutral wells = 0 | 300,000 tested, 0.75% active;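 active = mean activation of at least 80% with every replicate also reaching 80%; inconclusive = mean reaches 80% but some replicate falls short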;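 note: 0% = neutral control wells and 100% = parthenolide positive control wells; values of inactives mirror those of a sister screen read the other way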
SR-BI DiI inh: inhibitors of mouse SR-BI mediated HDL lipid uptake; ldlA[mSR-BI] CHO cells, DiI-HDL uptake fluorescence, 3 h; inhibition, % at 12.5 µM; 320,000 tested, 0.96% active;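 active = mean replicate inhibition of at least 70% and a set share of replicates each scoring 70 or more; inconclusive = meets just one of the two criteria; inactive = fails both criteria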;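 note: 0% = median of neutral control wells and 100% = median of positive control wells; values of inactives mirror those of a sister screen read the other way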
Target sequence (Q61009 whole entry, looked up): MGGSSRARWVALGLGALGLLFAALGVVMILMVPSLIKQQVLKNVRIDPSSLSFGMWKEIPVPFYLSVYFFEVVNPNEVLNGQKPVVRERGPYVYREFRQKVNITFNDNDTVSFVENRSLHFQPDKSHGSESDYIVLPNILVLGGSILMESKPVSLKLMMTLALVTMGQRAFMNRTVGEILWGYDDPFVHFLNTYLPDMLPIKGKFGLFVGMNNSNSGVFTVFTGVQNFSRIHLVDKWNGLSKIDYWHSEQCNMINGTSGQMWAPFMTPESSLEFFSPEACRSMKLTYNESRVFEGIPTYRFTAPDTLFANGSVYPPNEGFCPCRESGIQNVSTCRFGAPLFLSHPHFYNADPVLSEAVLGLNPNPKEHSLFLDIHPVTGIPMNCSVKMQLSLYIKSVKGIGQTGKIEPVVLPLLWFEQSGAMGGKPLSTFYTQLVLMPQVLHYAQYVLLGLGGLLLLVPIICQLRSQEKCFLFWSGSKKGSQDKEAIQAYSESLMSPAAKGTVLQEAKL
RTF Ca sens act: increases calcium sensitivity of human cardiac regulated thin filaments; IANBD-labeled TnC RTF fluorescence at EC20 calcium; 0% EC20 calcium, 100% full calcium; P19429+P45379; 340,000 tested, 0.24% active; activation, % at 7.2 µM;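 active = activation above the mean over all tested compounds plus 3 SD, cut at about 30% in these data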;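 note: rise in fluorescence read as greater calcium sensitivity of cardiac thin filaments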
SR-BI uptake up: activators of SR-BI mediated HDL lipid uptake | activation, % at 12.5 µM | CHO ldlA[mSR-BI] cells, DiI-HDL uptake fluorescence, 3 h; 100 = double the neutral-control signal | AID 504775 | 320,000 tested, 0.096% active;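 active = mean replicate activation of at least 60% and every replicate at or above 60%; inconclusive = mean or all-replicate condition met, but not both; inactive = mean below 60% and not all replicates reaching 60%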;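 note: 0% = median plate neutral-control signal and 100% = twice that signal; values of inactives mirror those of a sister screen read the other way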
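Material – SR-BI-overexpressing, LDLR-lacking CHO cells · Medium – BSA-supplemented, HEPES-buffered Ham's F12, pH 7.4 · Doses – single concentration · Times – compound with DiI-HDL co-incubation, 3 h at 37 °C · Measured by – bottom-read fluorescence, 550/595 nm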
An asterisk follows results filed as active; ? = inconclusive; . = no result given.

SMILES,dFosB activator,CDK5 p35 inh,HTR5A ag,Rtt109 HAT inh,MITF act,RTF Ca sens act,SR-BI uptake up,Wnt act,PvdQ acylase,SR-BI DiI inh
O=C(CSCc1cccc(Cl)c1)Nc1ccccc1-c1ccccc1,3.2,-3.7,-0.2,-14.7,24.6,4.2,-11.8,-3.4,-8.6,11.8
CCOc1cccc2c1OC1(C)CC2NC(=O)N1c1cccc(Cl)c1 (stereo not drawn),1.8,-1.3,-0.8,6.3,.,-0.4,.,.,-18.7,.
CC1(C)CC(=O)C2=C(C1)N(c1ccc(F)cc1)C(=O)C2(O)C(F)(F)F (stereo not drawn),-8.1,-0.2,4.6,?,0.4,0.3,21.7,-2.8,-11.9,-21.7
O=C(CNC(=O)c1cccc(S(=O)(=O)N2CCc3ccccc32)c1)Nc1ccc(F)c(F)c1F,6.6,-3.0,-8.2,17.6,-16.4,-5.0,-35.3,-3.9,-10.4,35.3
O=Cc1c(Cl)nc2ccccn12,-5.0,1.1,4.7,7.5,-5.6,4.0,9.1,-9.9,-2.8,-9.1
O=C(CCNS(=O)(=O)c1ccccc1)OCc1nnc(-c2ccccc2)o1,3.1,1.3,-2.1,1.4,24.0,-3.9,-3.9,8.3,4.6,3.9
Cc1onc(-c2ccccc2)c1C(=O)N1CCOC12CCN(c1cccc(F)n1)CC2,-11.8,0.4,3.5,-5.1,-4.0,2.6,14.8,-2.2,8.5,-14.8
COc1ccc(COC(=O)c2cccc(S(=O)(=O)N3CCN(C(C)=O)CC3)c2)cc1F,-12.3,1.5,-6.8,-17.5,-9.9,2.9,-32.2,-0.3,-10.4,32.2
O=C(CCn1cncn1)N1CCCC(N2CCN(c3ccc(F)cc3)CC2)C1 (stereo not drawn),0.3,0.7,9.1,-4.6,7.5,0.8,-1.0,-0.5,-3.8,1.0
Cc1cc(C)c(S(=O)(=O)N2CCCOC2CNC(=O)C(=O)NCCc2c[nH]c3ccccc23)c(C)c1 (stereo not drawn),-17.6,0.3,11.5*,5.2,-9.2,-6.5,-32.3,.,1.6,32.3
C=CCN(c1ccccc1)S(=O)(=O)c1cccc(C(=O)NCC(c2ccc(OC)cc2)N2CCCCC2)c1 (stereo not drawn),?,1.2,-5.7,0.9,-6.2,-5.2,23.1,-1.0,-8.4,-23.1
COCCCNC(=O)CC(=O)N/N=C\c1ccc(SC)cc1,-7.3,-2.2,2.0,-20.7,1.9,-5.8,25.5,-1.2,0.6,-25.5
CCC(C)NC(=O)CCSc1ccc(C)cc1 (stereo not drawn),-8.2,1.1,-0.7,-1.1,4.3,-5.3,18.9,3.1,1.8,-18.9
CN1/C(=C\C(=O)c2cccnc2Cl)C(C)(C)c2ccccc21,12.6,-0.2,-5.6,.,18.0,-2.1,1.9,11.6,8.8,-1.9
CC(C)c1cccc(C(C)C)c1NC(=O)COC(=O)C1=COCCO1,-1.2,-1.9,0.5,-4.5,-14.3,-5.2,13.4,0.3,6.2,-13.4
CN(C)S(=O)(=O)N1CCC(Oc2ccc(C(=O)N3C[C@H]4CC[C@H]3C4)cc2)CC1,-0.1,-3.2,1.8,-6.0,-28.2,-3.3,-36.4,5.0,-28.3,36.4

Quoted at random: 2 records from the list, in no set order.
SMILES,dFosB activator,CDK5 p35 inh,HTR5A ag,Rtt109 HAT inh,MITF act,RTF Ca sens act,SR-BI uptake up,Wnt act,PvdQ acylase,SR-BI DiI inh
COCCCNC(=O)CC(=O)N/N=C\c1ccc(SC)cc1,-7.3,-2.2,2.0,-20.7,1.9,-5.8,25.5,-1.2,0.6,-25.5
Cc1cc(C)c(S(=O)(=O)N2CCCOC2CNC(=O)C(=O)NCCc2c[nH]c3ccccc23)c(C)c1 (stereo not drawn),-17.6,0.3,11.5*,5.2,-9.2,-6.5,-32.3,.,1.6,32.3

Other entries:
SMILES,dFosB activator,CDK5 p35 inh,HTR5A ag,Rtt109 HAT inh,MITF act,RTF Ca sens act,SR-BI uptake up,Wnt act,PvdQ acylase,SR-BI DiI inh
COc1ccc(C2SCCN2S(=O)(=O)c2ccc(NC(C)=O)cc2)cc1OC (stereo not drawn),-6.6,2.1,0.8,7.9,-5.3,-0.7,-4.1,-3.2,-5.6,4.1
CC(C)(C)NC(=O)CSc1nnc(-c2ccccn2)n1-c1ccccc1,-6.0,-1.5,-2.5,-2.6,-2.8,20.6,4.9,-5.5,-5.8,-4.9
COc1ccc(Br)cc1/C=C(\C(=O)O)c1ccc(S(=O)(=O)N2CCCC2)s1,0.4,-2.6,6.2,2.2,-5.1,-1.3,-32.0,0.0,-4.3,32.0
COCCNC(=O)NC(=O)CN1CCCc2ccccc21,-3.5,-1.4,-3.5,13.0,-7.0,-3.7,22.6,-4.2,5.5,-22.6
COc1ccc(C2C(=O)N(CCc3ccccc3)CC(=O)N2C2CCCC2)cc1 (stereo not drawn),-5.0,0.6,5.8,-12.3,-4.7,-3.0,13.7,.,-13.0,-13.7
COc1ccccc1NS(=O)(=O)c1cccc(NS(=O)(=O)c2cc(C(=O)O)ccc2OC)c1,-2.6,-0.1,4.6,-3.6,0.9,-0.8,24.9,-1.9,-15.6,-24.9
Cc1cc(=O)oc2cc(OCC(=O)NCc3ccccn3)ccc12,-8.9,-0.3,6.2,-13.6,2.3,3.1,47.1,0.4,-7.3,-47.1
CCN(C(=O)COC(=O)Cc1coc2cc(C)ccc12)c1c(N)n(Cc2ccccc2)c(=O)[nH]c1=O,-10.8,0.9,0.1,3.2,3.9,-1.1,-1.2,0.8,1.9,1.2
O=C(Nc1ccccn1)c1nc(-c2ccccc2)n(-c2ccccc2)n1,-1.6,-0.4,0.9,-0.4,33.8,-4.0,-23.4,.,-5.2,23.4
C[N+]1(C)CCC(=C2c3ccccc3CC(=O)c3sccc32)CC1,0.6,0.0,-3.6,-15.5,.,3.1,2.7,19.9,-12.0,-2.7
O=C(NCC(c1ccco1)N1CCN(c2ccccc2F)CC1)C(=O)NC1CCCCC1 (stereo not drawn),-3.4,1.5,-4.8,-4.7,-3.9,4.3,-6.1,0.2,1.9,6.1
Cc1c(NC(=O)c2cc3c(s2)-c2ccccc2OC3)cccc1[N+](=O)[O-],-5.4,0.4,6.7,7.7,14.9,-2.2,-46.5,1.1,-11.3,46.5
COc1ccc(N2C(=O)CC(Cc3ccccc3)C2=O)cc1 (stereo not drawn),4.4,0.8,-5.9,-32.7,3.9,-1.4,39.1,-1.3,-18.2,-39.1
COc1cccc(CN2CCN(C3CSCCSC3)CC2CCO)c1 (stereo not drawn),2.1,0.3,-5.5,-9.0,3.7,-3.4,.,4.0,-11.3,.
Cc1cc(C)c2c(CC(=O)NCc3ccco3)coc2c1,0.3,-0.4,6.5,0.3,.,1.2,-14.2,.,-7.3,14.2
COC(=O)[C@H](Cc1ccccc1)N(Cc1ccccc1)S(=O)(=O)N(Cc1ccccc1)[C@@H](Cc1ccccc1)C(=O)OC,-4.3,0.8,0.5,8.1,0.0,13.7,-10.7,-11.5,-9.6,10.7
CCN(C(=O)c1cc2cccc(OC)c2oc1=O)C1CCCCC1,8.1,0.5,4.0,-3.3,12.1,6.8,8.4,.,-1.1,-8.4
CCOc1ccc(C2C(C#N)=C(N)Oc3cc(C)n(Cc4ccco4)c(=O)c32)cc1OC (stereo not drawn),-1.0,-3.6,-5.8,-2.7,-6.7,3.5,1.7,.,-2.1,-1.7
O=C(COC(=O)CCSc1ccccc1)Nc1ccccc1Br,0.1,0.8,1.9,0.2,12.3,-6.8,46.9,-1.7,-4.7,-46.9
COc1ccc(C(=O)c2cc([N+](=O)[O-])ccc2N2CCCC2)cc1,-9.6,2.1,8.0,6.9,-18.2,0.0,-70.4,.,0.8,70.4*
CCN(Cc1ccncc1)C(=O)c1cc(COc2ccc(F)cc2Cl)on1,-5.4,-0.4,5.1,5.7,17.0,-3.9,-14.6,2.8,-2.3,14.6
COc1ccccc1N(CC(O)Cn1ccnc1C)S(=O)(=O)c1ccc(C)cc1 (stereo not drawn),-8.9,-1.0,-0.7,12.5,-3.3,10.4,6.8,-0.8,10.2,-6.8
O=C1CN(CC(=O)NC(=O)NCc2ccccc2)CCN1,1.8,1.1,2.3,1.9,3.3,1.6,5.4,.,2.9,-5.4
O=C(NCCO)c1c(O)c2cccc3c2n(c1=O)CC3,-1.4,-0.9,-7.0,-10.6,-6.6,9.4,3.3,.,-5.4,-3.3
CCNc1nc(NC(C)C)nc(OCCNS(=O)(=O)c2cc(C)ccc2C)n1,-9.7,-1.1,6.2,5.6,-3.3,0.0,-6.0,.,6.8,6.0
COc1ccc([N+](=O)[O-])cc1N(CC(=O)NC1CCCC1)S(C)(=O)=O,-7.1,1.4,0.8,2.9,3.2,0.8,11.5,-2.1,-2.1,-11.5
Cc1cccc(C)c1NC(=S)N1CCCN(Cc2ccc(F)cc2)C1,-18.1,-1.1,-0.1,9.5,2.4,2.2,.,0.9,-1.6,.
CC(C)(C)NC(=O)c1cc(NC(=O)c2cccs2)cc(NC(=O)c2cccs2)c1,-0.1,2.8,4.4,0.4,-7.0,10.0,-19.7,.,14.0,19.7
Cc1cc(Oc2ccc(-c3ccccc3)cc2)n2ncnc2n1,-7.8,1.6,2.3,-7.5,.,8.4,9.5,0.9,-5.7,-9.5
Cc1cc(NS(=O)(=O)c2ccc(NC(=O)c3cc4ccccc4o3)cc2)nc(C)n1,-13.9,0.4,3.3,18.9,1.1,-1.9,8.0,.,-11.7,-8.0
O=C(COC(=O)/C=C/c1ccc(F)cc1)NC1CCCCCC1,-11.4,0.8,6.3,-3.9,8.6,-6.6,9.9,-4.0,4.0,-9.9
CN1CCN(Cc2nc(Cc3ccccc3)no2)CC1c1ccccc1 (stereo not drawn),-14.1,0.5,0.2,-11.2,7.3,11.6,23.6,-0.9,-7.2,-23.6

Source: PubChem BioAssay (several laboratories)
